Tau ThT inhib – blocks human tau fibril formation measured by thioflavin T; Potency, µM (series often up to 57.4 µM), without a hit: top-dose activity, negative = inhibition, hits mostly inhibitors; 2.1% of 270,000 active; AID 1460; recombinant tau K18 P301L, heparin-induced fibrillization, ThT fluorescence; P10636; also: % is scaled to controls: 0 for no effect and ±100 for the full control effect; nearly all actives have a fitted effect of over 55% in size
Target sequence (P10636 561-689 P618L limits assumed): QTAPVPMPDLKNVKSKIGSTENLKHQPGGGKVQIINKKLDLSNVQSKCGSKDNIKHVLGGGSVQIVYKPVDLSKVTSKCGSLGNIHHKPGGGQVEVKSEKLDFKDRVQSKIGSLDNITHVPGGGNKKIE
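In this qHTS, human K18 P301L tau is incubated with compound and heparin for 6 hr at 37 C, and Thioflavin T fluorescence then reports fibril load.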
TRb-SRC2 inh – TRbeta-SRC2 interaction inhibition; 0.065% of 280,000 active; Potency, µM (series often up to 106 µM), for the others: at the top dose activity change, negative = inhibition, actives largely listed as inhibitors; AID 1469; TRbeta-SRC2 peptide binding, fluorescence polarization; receptor liganded with 1 µM T3; P10828;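 also: plate controls were bound peptide for no effect and peptide without receptor for full effect; nearly all actives have a fitted effect of over 50% in size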
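Polarization signal, normalized between peptide-alone and full complex controls, measured compound effects on T3-liganded human TRb LBD (0.6 uM) binding 20 nM Texas Red SRC2 peptide after 5 hr.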
TR SRC2 fluor cs – counter-screen for TRb-SRC2 inhibitors: fluorescence interference; TRb/SRC2 Texas Red total fluorescence interference; Potency, µM (titrated, usually from 106 µM), for the others: at the top dose fluorescence change, negative = quenching; 0.29% of 280,000 active; active = well fitted curve in either direction with a large enough effect; inconclusive = small, poorly fitted or top-dose-only effect; also: % is scaled to controls: 0 for no effect and ±100 for the full control effect
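Human TRb ligand-binding domain at 0.6 uM with 20 nM Texas Red SRC2 peptide in Tris buffer containing 1 uM T3 and 5% DMSO, incubated with compound 5 h at ambient temperature. Total fluorescence (555/632 nm) calculated as parallel + 2 × perpendicular.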
L3MBTL1 block – inhibitors of human L3MBTL1 | Q9Y468 | AID 485360 | Potency, µM (doses to about 57.1 µM), without a hit: top-dose activity, negative = inhibition, actives largely listed as inhibitors | AlphaScreen L3MBTL1–H3K9me1 peptide binding | 0.66% of 230,000 active; also: % is scaled to controls: 0 for no effect and ±100 for the full control effect; nearly all actives have a fitted effect of over 60% in size
Target sequence (Q9Y468 whole entry, looked up): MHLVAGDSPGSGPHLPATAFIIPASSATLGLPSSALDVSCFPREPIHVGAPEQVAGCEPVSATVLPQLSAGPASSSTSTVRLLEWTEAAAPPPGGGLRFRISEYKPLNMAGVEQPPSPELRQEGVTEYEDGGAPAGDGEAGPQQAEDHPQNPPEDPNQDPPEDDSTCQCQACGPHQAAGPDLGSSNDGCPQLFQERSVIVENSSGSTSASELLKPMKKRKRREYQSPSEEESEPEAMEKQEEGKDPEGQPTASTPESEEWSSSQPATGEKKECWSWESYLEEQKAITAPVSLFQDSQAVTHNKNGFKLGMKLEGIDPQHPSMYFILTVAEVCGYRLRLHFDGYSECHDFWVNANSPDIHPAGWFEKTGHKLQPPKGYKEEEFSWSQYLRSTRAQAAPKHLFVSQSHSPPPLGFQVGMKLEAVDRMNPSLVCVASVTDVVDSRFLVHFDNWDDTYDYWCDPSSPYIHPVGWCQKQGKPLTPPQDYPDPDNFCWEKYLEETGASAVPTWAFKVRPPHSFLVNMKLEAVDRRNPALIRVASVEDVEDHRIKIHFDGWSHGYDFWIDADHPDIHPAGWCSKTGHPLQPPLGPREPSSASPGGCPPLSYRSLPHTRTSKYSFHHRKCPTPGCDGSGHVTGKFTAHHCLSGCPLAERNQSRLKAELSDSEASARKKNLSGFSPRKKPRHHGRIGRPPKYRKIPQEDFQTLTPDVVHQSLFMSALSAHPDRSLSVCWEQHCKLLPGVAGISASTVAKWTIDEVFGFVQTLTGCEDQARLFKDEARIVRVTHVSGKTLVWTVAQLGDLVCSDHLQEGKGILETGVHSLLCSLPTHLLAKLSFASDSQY
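L3MBTL1 50 nM + b-AHA-H3(1-15)K9me1 75 nM, 30 min RT; compound added, 30 min RT; streptavidin donor/Ni-chelate acceptor beads 10 ug/mL each final, 30 min RT dark; AlphaScreen read.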
RECQ1 helicase – inhibitors of human RECQ1 DNA helicase; P46063; AID 2549; 0.54% of 240,000 active; Potency, µM (top dose mostly 57.3 µM), for inactives: at the top dose activity, negative = inhibition, most hits filed as inhibitors; RECQ1 DNA unwinding, red fluorescence kinetic read;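 also: plate controls were vehicle for no effect and no enzyme for full effect; nearly all actives have a fitted effect of over 30% in size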
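50 nM RECQ1T1 preincubated 15 min with compound in Tris pH 8.0 buffer with MgCl2, DTT, Tween-20 and 2.5 ug/ml poly(dI-dC); started with 200 nM TAMRA/BHQ-2 forked duplex and 2 mM ATP. Unwinding read as fluorescence (525/598 nm), two reads 2 h apart.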
HTT cytoprotect – Huntington cell model cytoprotection by ATP luminescence; AID 1471; 0.14% of 230,000 active; PC12 HTT-Q103 induced, cytoprotection, ATP luminescence, 40 h; Potency, µM (doses to about 56.4 µM), for inactives: cytoprotection (ATP increase), usual class: activators;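 also: % of control where 0% means no effect; nearly all actives have a fitted effect of over 45% in size; toxic huntingtin expression switched on by the ecdysone agonist tebufenozide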
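Huntington model: PC12 line, ecdysone-inducible HTTQ103 exon1–GFP, tebufenozide 100 nM. Test articles in a dose series. Endpoint luminescence from cellular ATP.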
Tau fluor counter – counter-screen for tau fibril formation inhibitors. tau K18 P301L Alexa594 fluorescence, heparin fibrillization. Potency, µM (titrated, usually from 57.7 µM), inactives show at the highest dose activity change, negative = decrease. 0.93% of 280,000 active. AID 1463; also: % is scaled to controls: 0 for no effect and ±100 for the full control effect; nearly all actives have a fitted effect of over 55% in size
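Human K18 P301L tau (15 uM unlabeled plus 0.24 uM Alexa 594-labeled, final) in 100 mM sodium acetate pH 7 was mixed with compound and 20 uM heparin and incubated 6 hr at 37 C.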
Tau fibril FP – inhibitors of human tau fibril formation; K18 P301L tau heparin fibrillization, Alexa594 FP, 6 h; Potency, µM (doses to about 57.7 µM), without a hit: at the highest dose activity, negative = inhibition, most hits filed as inhibitors; 0.39% of 280,000 active; AID 1468; also: % is scaled to controls: 0 for no effect and ±100 for the full control effect; nearly all actives have a fitted effect of over 55% in size
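Heparin (20 uM) drove fibril formation of recombinant tau K18 P301L, 15 uM unlabeled with 0.24 uM Alexa 594 label, for 6 hr at 37 C in 100 mM sodium acetate pH 7. Fluorescence polarization (555/632 nm) read 1 hr after 30 uM ThT.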
* hit, by the source's call; [ ] = another dose, or the depositor's remark. Unless noted, calls follow the shape of the dose curve; as a rule, active = well fitted curve in the direction sought with a large enough effect; inconclusive = small, poorly fitted or top-dose-only effect, or another doubt; inactive = no such curve, though single readings can be large; an effect the other way counts as inactive or inconclusive. Potency is read from the fitted curve at half-maximal effect.

What do the screens show for `C#CCn1c(=NC(=O)CN2C(=O)CCC2=O)sc2cc(S(N)(=O)=O)ccc21`?
Tau ThT inhib: 5%; TRb-SRC2 inh: -1%; TR SRC2 fluor cs: 0%; L3MBTL1 block: -5%; RECQ1 helicase: -21%; HTT cytoprotect: -20%[10 µM]; Tau fluor counter: 4%; Tau fibril FP: 9%

How did FC(F)Oc1ccc(-n2cc(-c3ccccc3)[n+]3c2CCCCC3)cc1 do in these assays?
Tau ThT inhib: 6%; TRb-SRC2 inh: -3%; TR SRC2 fluor cs: 1%; L3MBTL1 block: 3%; RECQ1 helicase: -3%; HTT cytoprotect: 11%[10 µM]; Tau fluor counter: 3%; Tau fibril FP: 0%

How did CCCn1c(S(=O)(=O)O)nc2ccccc21 do in these assays?
TRb-SRC2 inh: -6%; TR SRC2 fluor cs: -1%; RECQ1 helicase: -2%; HTT cytoprotect: 6%[10 µM]; Tau fluor counter: 2%; Tau fibril FP: 10%

Results for CN(C)/C=N/c1c(C#N)cnn1C ?
Tau ThT inhib: -4%; TRb-SRC2 inh: -3%; TR SRC2 fluor cs: -8%; L3MBTL1 block: 1%; RECQ1 helicase: 0%; HTT cytoprotect: -7%; Tau fluor counter: 2%; Tau fibril FP: inconclusive

Results for COC(=O)c1ccccc1NC(=S)NC(=O)c1ccccc1 ?
Tau ThT inhib: inconclusive; TRb-SRC2 inh: -2%; TR SRC2 fluor cs: -1%; L3MBTL1 block: -3%; RECQ1 helicase: -15%; HTT cytoprotect: -11%; Tau fluor counter: -20%; Tau fibril FP: 3%

What do the screens show for `COc1ccc(C2c3sc(=O)[nH]c3SC3C(=O)N(c4ccccc4)C(=O)C32)cc1` (configuration not stated)?
Tau ThT inhib: inconclusive; TRb-SRC2 inh: -5%; TR SRC2 fluor cs: 2%; L3MBTL1 block: -10%; RECQ1 helicase: -7%; HTT cytoprotect: -4%; Tau fluor counter: -22%; Tau fibril FP: -6%

Results for O=C(COC(=O)Cn1cnc2ccccc21)NCCC1=CCCCC1 ?
Tau ThT inhib: -2%; TRb-SRC2 inh: -7%; TR SRC2 fluor cs: -7%; RECQ1 helicase: inactive; HTT cytoprotect: -5%[10 µM]; Tau fluor counter: -2%; Tau fibril FP: -1%

How did CCOC(=O)c1ccc(N2C(=O)c3n[nH]c(C)c3C2c2ccc(O)cc2)cc1 (configuration not stated) do in these assays?
Tau ThT inhib: -19%; TRb-SRC2 inh: -13%; TR SRC2 fluor cs: -1%; L3MBTL1 block: -1%; RECQ1 helicase: -9%; HTT cytoprotect: 3%; Tau fluor counter: -21%; Tau fibril FP: -15%

What do the screens show for `CCOc1ccccc1-c1ccc(C(=O)O)o1`?
Tau ThT inhib: inconclusive; TRb-SRC2 inh: -4%[201 µM]; TR SRC2 fluor cs: 0%[201 µM]; RECQ1 helicase: 1%[126 µM]; HTT cytoprotect: 3%[96.6 µM]; Tau fluor counter: -15%[126 µM]; Tau fibril FP: -3%[126 µM]

What do the screens show for `CC(O)[C@@H](C(=O)N1CCNCC1)n1cc(CCCCN)nn1` (some centres not stated)?
Tau ThT inhib: 5%; TRb-SRC2 inh: -10%; TR SRC2 fluor cs: -1%; L3MBTL1 block: 8%; RECQ1 helicase: -13%; HTT cytoprotect: 35%[10 µM]; Tau fluor counter: 7%; Tau fibril FP: 4%

Results for CC(C)C(OC(=O)c1ccco1)C(=O)NCc1ccco1 (configuration not stated) ?
Tau ThT inhib: -16%; TRb-SRC2 inh: -5%; TR SRC2 fluor cs: 0%; RECQ1 helicase: 12%; HTT cytoprotect: 8%; Tau fluor counter: 1%; Tau fibril FP: -8%

How did Cc1cccc(CS(=O)(=O)CC2Nc3ccc(C(=O)NCc4ccccc4Cl)cc3NC2=O)c1 (configuration not stated) do in these assays?
Tau ThT inhib: inconclusive; TRb-SRC2 inh: -1%; TR SRC2 fluor cs: -2%; Tau fluor counter: -12%; Tau fibril FP: inconclusive

How did O=C(c1cccc(N2C(=O)C3C4C=CC(C4)C3C2=O)c1)N1CCN(c2ccccc2)CC1 (configuration not stated) do in these assays?
Tau ThT inhib: -3%; TRb-SRC2 inh: 11%; TR SRC2 fluor cs: 1%; RECQ1 helicase: -4%; HTT cytoprotect: -33%[inhibitor]; Tau fluor counter: -8%; Tau fibril FP: 7%

How did Cc1ccccc1C1=N/C(=C/c2cccs2)C(=O)O1 do in these assays?
Tau ThT inhib: -10%; TRb-SRC2 inh: -4%; TR SRC2 fluor cs: -1%; RECQ1 helicase: 0%; HTT cytoprotect: 2%; Tau fluor counter: -8%; Tau fibril FP: -7%

How did COc1ccccc1C(=O)Nc1ccc(C(=O)OCc2cc(=O)n3ccsc3n2)cc1 do in these assays?
Tau ThT inhib: 1%; TRb-SRC2 inh: 6%; TR SRC2 fluor cs: -2%; Tau fluor counter: 7%; Tau fibril FP: 3%

How did COc1ccc(N(C)C(=O)c2oc(=O)c3ccccc3c2-c2ccccc2)c(OC)c1 do in these assays?
Tau ThT inhib: -8%; TRb-SRC2 inh: 6%; TR SRC2 fluor cs: -1%; L3MBTL1 block: -7%; RECQ1 helicase: -6%; HTT cytoprotect: 11%[10 µM]; Tau fluor counter: -10%; Tau fibril FP: -1%

How did COC(=O)C1CCN(C(=O)c2ccccc2NC(C)=O)CC1 do in these assays?
Tau ThT inhib: -4%; TRb-SRC2 inh: -4%; TR SRC2 fluor cs: 1%; L3MBTL1 block: 7%; RECQ1 helicase: 0%; HTT cytoprotect: 2%; Tau fluor counter: 3%; Tau fibril FP: 1%

How did COc1ccc(NC(=O)CSc2nc3c(c(-c4cccs4)c2C#N)CN(C)CC3)cc1OC do in these assays?
Tau ThT inhib: 25µM*; TRb-SRC2 inh: -1%; TR SRC2 fluor cs: -3%; L3MBTL1 block: -11%; RECQ1 helicase: -3%; HTT cytoprotect: -10%; Tau fluor counter: 25µM*[quencher]; Tau fibril FP: inconclusive

What do the screens show for `COc1ccc2c(c1)C(C)=CC(C)(C)N2C(=O)CSc1nnc(-c2ccc(C)cc2)o1`?
Tau ThT inhib: inconclusive; TRb-SRC2 inh: -4%; TR SRC2 fluor cs: -3%; L3MBTL1 block: 0%; RECQ1 helicase: -19%; HTT cytoprotect: -3%[10 µM]; Tau fluor counter: -18%; Tau fibril FP: 7%

Results for O=C(CSc1ncn(-c2ccccc2)n1)N1CCc2ccccc21 ?
Tau ThT inhib: inconclusive; TRb-SRC2 inh: 14%; TR SRC2 fluor cs: 1%; L3MBTL1 block: -14%; RECQ1 helicase: -1%; HTT cytoprotect: -2%; Tau fluor counter: -4%; Tau fibril FP: 4%

What do the screens show for `COc1ccc(OC)c2sc(NC(=O)C3=COCCO3)nc12`?
Tau ThT inhib: -7%; TRb-SRC2 inh: -4%; TR SRC2 fluor cs: -11%; L3MBTL1 block: 0%; RECQ1 helicase: 0%; HTT cytoprotect: inconclusive; Tau fluor counter: -4%; Tau fibril FP: -8%

How did O=C(c1ccccc1[N+](=O)[O-])N1CCN(Cc2ccc3c(c2)OCO3)CC1 do in these assays?
Tau ThT inhib: 5%; TRb-SRC2 inh: -3%[53 µM]; TR SRC2 fluor cs: -1%[53 µM]; L3MBTL1 block: 10%; RECQ1 helicase: -15%; HTT cytoprotect: 7%[10 µM]; Tau fluor counter: 2%; Tau fibril FP: -2%

How did COc1ccc(-c2nc3ccccc3o2)cc1NC(=O)c1cc([N+](=O)[O-])ccc1N1CCOCC1 do in these assays?
Tau ThT inhib: -10%; TRb-SRC2 inh: 2%; TR SRC2 fluor cs: 2%; Tau fluor counter: -28%; Tau fibril FP: 3%

What do the screens show for `O=[N+]([O-])c1cc(C(F)(F)F)ccc1N1CCCNCC1`?
Tau ThT inhib: -14%; TRb-SRC2 inh: -1%; TR SRC2 fluor cs: -1%; L3MBTL1 block: 9%; RECQ1 helicase: inactive; HTT cytoprotect: -24%; Tau fluor counter: 2%; Tau fibril FP: 2%

What do the screens show for `CCOC(=O)C1C(=O)CC(C)(O)C(C(=O)OCC)C1c1ccc(F)cc1` (configuration not stated)?
Tau ThT inhib: -8%; TRb-SRC2 inh: -4%; TR SRC2 fluor cs: 2%; RECQ1 helicase: 13%; HTT cytoprotect: 19%; Tau fluor counter: -8%; Tau fibril FP: -1%

What do the screens show for `CCn1cc2nc(SCc3cc(C)ccc3C)n(CCc3ccccc3)c(=O)c2n1`?
Tau ThT inhib: inconclusive; TRb-SRC2 inh: 1%; TR SRC2 fluor cs: -1%; Tau fluor counter: -25%; Tau fibril FP: -12%

How did COc1ccccc1C(=O)NCC1(c2ccccc2)CCCC1 do in these assays?
Tau ThT inhib: -15%; TRb-SRC2 inh: 5%; TR SRC2 fluor cs: -2%; L3MBTL1 block: 19%; RECQ1 helicase: 13%; Tau fluor counter: -9%; Tau fibril FP: 6%

What do the screens show for `CC(C)(C)C(=O)O/N=C(\N)c1ccc(-c2csnn2)cc1`?
Tau ThT inhib: 2%; TRb-SRC2 inh: 2%; TR SRC2 fluor cs: 1%; L3MBTL1 block: 16%; RECQ1 helicase: 11%; HTT cytoprotect: -4%[10 µM]; Tau fluor counter: -5%; Tau fibril FP: 0%

Screens: PubChem, National Center for Advancing Translational Sciences (NCATS)

This is a subset. The share of hits here may be higher or lower than overall.
